NOD2-RIPK2 inh: NOD2-RIPK2 binding disruptors in cells, primary screen, fluorescence, CHO cells, BLA complementation; Receptor-interacting serine/threonine-protein kinase 2 (Homo sapiens), O43353; CCF4 ratio; inhibition, % at 4.98 µM; hit rate 0.38% among 360,000; in the data active means inhibition above about 21%;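 further: 0% = vehicle only and 100% = reference blocker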
HTR2A ag: mouse Htr2a agonists via beta-arrestin recruitment, primary screen, cell-based, luminescence | AID 624169, 2012 | CHO-K1 mHTR2A beta-arrestin complementation; percent of 30 µM serotonin response | 5-hydroxytryptamine receptor 2A (Mus musculus), P35363 | hit rate 0.66% among 360,000 | activation, % at 7.6 µM;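 active means activation above a run cutoff, the mean activation of all tested compounds plus 3 SD, cut at about 14% in these data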;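 further: 0% = plate median of compound wells and 100% = 30 µM serotonin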
Cardio protect: cardioprotection against H2O2-induced cell death, primary screen, uHTS, H9c2 cells, ATPLite luminescence. AID 588492, 2011. H9c2 cardiomyocytes, H2O2 injury protection, 2 h. hit rate 0.63% among 360,000. protection from H2O2 cell death, % at 20 µM;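 active means compounds giving at least 50% protection of heart cells from peroxide-induced death in the single-dose screen, raw or plate-pattern-corrected value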;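 further: 0% = DMSO wells with peroxide and 100% = DMSO wells without peroxide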
ABHD5-PLIN5 inh: ABHD5-PLIN5 interaction inhibitors, primary screen, cell lysate, split luciferase complementation, luminescence; Perilipin-5 (Homo sapiens) + 1-acylglycerol-3-phosphate O-acyltransferase ABHD5 (Homo …; Split G. princeps luciferase complementation, 4 h; inhibition, % at 4 µM; hit rate 0.78% among 360,000;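 active means inhibition above the mean inhibition across every tested compound plus 3 SD, cut at about 22% in these data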;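 further: 0% = DMSO only wells and the 100% control is not disclosed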
MC4R antag cAMP: MC4R antagonists of cAMP signaling, primary screen, cell-based, TR-FRET, antagonist arm of biased-ligand search; inhibition, % at 6.5 µM; Melanocortin receptor 4 (Homo sapiens), P32245; MC4R-expressing cells, MTII-stimulated cAMP, LANCE TR-FRET; hit rate 0.48% among 360,000;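 active means inhibition above its plate's cutoff, the mean of tested wells on that plate plus 3 SD, cut at about 29% in these data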;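 further: 0% = Melanotan II alone and 100% = Melanotan II plus saturating MCL0020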
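system = U2OS cells with stable human MC4R expression | also added = Melanotan II challenge after compound preincubation | dosing = one concentration, 6.5 µM nominal | incubation = compound 30 min, challenge 1 h, detection 1 h | measured by = TR-FRET with Eu-cAMP and labeled anti-cAMP, 671 nm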
ABCB6 inh MLPCN: ABCB6 transporter inhibitors, primary screen, K562-ABCB6 cells, flow cytometry, MLPCN library | hit rate 0.19% among 360,000 | fluorescence ratio to DMSO, % at 10 µM | AID 602162, 2011 | K562-ABCB6 porphyrin accumulation, 1 h; stronger effect = lower value;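 active means fluorescence ratio to DMSO below 75%, the collection mean minus 3 SD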;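 further: signal is porphyrin accumulated inside mitochondria; 100% equals median channel fluorescence of DMSO control wells; lower ratio means ABCB6 inhibition with less porphyrin fluorescence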
NCOA2 inhibitor: inhibition of GAL4-SRC2 driven luciferase reporter, primary screen, SRC2 inhibitor project, cell-based, luminescence | AID 651957, 2012 | HEK293 GAL4-SRC2 luciferase reporter | Nuclear receptor coactivator 2 (Homo sapiens), Q15596 | hit rate 0.17% among 370,000 | inhibition, % at 9 µM;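 active means inhibition above the mean inhibition of all tested compounds plus 3 SD, set per campaign, cut at about 52% in these data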;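 further: 0% = DMSO treated cells and 100% = cells given Gossypol at 36 µM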
MC4R barr agon: MC4R agonists recruiting beta-arrestin, primary screen, cell-based, luminescence, agonist arm of biased-ligand search; Melanocortin receptor 4 (Homo sapiens), P32245; activation, % at 8.9 µM; U2OS MC4R beta-arrestin complementation; percent of melanotan II response, DMSO zero; hit rate 0.98% among 360,000;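 active means activation above a per-plate cutoff, the mean activation of sample wells on that plate plus 3 SD, cut at about 8% in these data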
Glyco luc inh: increase of ERlucT glycosylation luciferase signal, primary screen, N-linked glycosylation inhibitor project, D54 ERlucT cells, luminescence, set 2; AID 588692, 2011; D54 ERlucT glycosylation luciferase reporter, 24 h; percent of 100 nM tunicamycin response; reporter increase, % at 12.5 µM; hit rate 0.23% among 360,000;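 active means mean luciferase reporter signal, scaled so untreated is 0 and the glycosylation-blocking control 100, at or above a set limit in every replicate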;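 further: luciferase carries N-glycosylation sites so blocking glycosylation raises the light; 0% = median of neutral control wells and 100% = median of 100 nM tunicamycin wells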
TLR9-MyD88 inh: inhibitors of TLR9-MyD88 association in cells, primary screen, cell-based, CHO, BLA complementation, fluorescence; Toll-like receptor 9 (Homo sapiens) + Myeloid differentiation primary response protein …; CCF4 FRET ratio; inhibition, % at 4.98 µM; hit rate 0.21% among 340,000; AID 504734, 2011;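 active means inhibition above the mean over all tested compounds plus 3 SD, cut at about 21% in these data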;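 further: 0% = DMSO only wells and 100% = clavulanate BLA inhibitor control wells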
* marks the source's active call; other numbers are inactive results; . = not tested or not shown; & = joins results of further samples.

Sequence of screens: NOD2-RIPK2 inh	HTR2A ag	Cardio protect	ABHD5-PLIN5 inh	MC4R antag cAMP	ABCB6 inh MLPCN	NCOA2 inhibitor	MC4R barr agon	Glyco luc inh	TLR9-MyD88 inh
- Cc1ccccc1CN(C)C[C@H]1OCc2cnnn2CCCC(=O)N([C@@H](C)CO)C[C@@H]1C
→ -4	-1	-3	-3	10	101	-28	3.7	2	3
- Nc1ccccc1Nc1nc2ccccc2[nH]1
→ -7	1	-6	-7	20	101	-29	-0.1	3	-5
- Cc1onc(C(=O)N2CCN(c3ccccc3)CC2)c1[N+](=O)[O-]
→ -3	1	2	-2	-4	101	11	0.0	1	4
- CC(Oc1ccccc1)C(=O)NN1Cc2ccccc2C1=N (stereo not given)
→ -1	0	11	2	2	99	-6	2.6	1	7
- O=C(NCC1CCCO1)c1cc2ccccc2[nH]1 (stereo not given)
→ 10	-2	-2	-1	3	98	-25	0.4	1	7
- O=C(NCc1ccccc1)C(c1ccncc1)n1c(=O)c(-c2cc3ccccc3[nH]2)nc2ccccc21 (stereo not given)
→ 54*	-4	.	0	.	.	-53	.	.	.
- CCOc1ccc(Br)cc1S(=O)(=O)Nc1ccc(N2CCOCC2)cc1
→ 7	4	-14	11	-1	93	-5	-1.3	0	5
- c1ccc(CNCc2ccc(CNCc3ccccc3)cc2)cc1
→ -3	5	9	-4	0	101	-19	2.1	-5	-8
- COC(=O)CCN1CCN(S(=O)(=O)c2ccccc2Br)CC1
→ 3	-3	-2	-3	0	98	-4	-0.4	3	-4
- CCSc1nc2c(sc3ccccc32)c(=O)n1C(C)C
→ -7	4	-5	1	7	100	6	1.6	1	-7
- CN1CCN(CC#CCC(O)(c2ccccc2)c2ccccc2)CC1
→ 5	-5	2	3	3	95	-4	-1.3	2	1
- COc1cc(C(=O)OCC(=O)Nc2cccc(S(=O)(=O)N3CCCC3)c2)ccc1OCC(C)C
→ -9	4	-1	-12	5	99	-23	1.3	-2	-1
- Cc1ccc(C)c(CN2C(=O)NC3(CCCCCC3)C2=O)c1
→ 0	7	-2	1	-4	97	2	1.9	0	-6
- Cc1cccc(NC(=S)N2CCC(NC(=O)c3cccc(F)c3)CC2)c1
→ 5	-4	4	4	11	96	-29	0.9	-2	2
- Cc1ccc(C(=O)NCCc2nnc(SCC(=O)Nc3cccc(C(=O)O)c3)n2C)cc1
→ 2	4	-5	5	-2	99	.	-1.5	2	0
- Cc1ccccc1-n1ncc2c1CC(C)(C)CC2NC(=O)CCN1Cc2ccccc2C1=O (stereo not given)
→ 5	-4	2	1	0	91	-13	-1.5	0	-1
- CCCc1[nH]c2ccc(C(=O)OC)cc2c1CCC
→ -1	4	-8	-7	-1	99	-4	1.1	0	2
- COCCn1c(SCC(=O)Nc2cccc(OC)c2)nc2c(oc3ccccc32)c1=O
→ -1	5	10	5	7	97	-18	0.2	-1	5
- CCCCOC(=O)c1cc(C)nc2ccc(Br)cc12
→ -7	7	-8	6	3	97	-4	0.8	-1	-5
- CCN(CC)CCNC(=O)c1cn(CC)c2ccc(S(=O)(=O)N(C)C)cc2c1=O
→ -12	-4	-3	1	14	101	-1	0.0	0	-9

Retrieved one by one from the entries so far, 2 records:
Sequence of screens: NOD2-RIPK2 inh	HTR2A ag	Cardio protect	ABHD5-PLIN5 inh	MC4R antag cAMP	ABCB6 inh MLPCN	NCOA2 inhibitor	MC4R barr agon	Glyco luc inh	TLR9-MyD88 inh
- Cc1ccccc1-n1ncc2c1CC(C)(C)CC2NC(=O)CCN1Cc2ccccc2C1=O (stereo not given)
→ 5	-4	2	1	0	91	-13	-1.5	0	-1
- Nc1ccccc1Nc1nc2ccccc2[nH]1
→ -7	1	-6	-7	20	101	-29	-0.1	3	-5

(more compounds)
Sequence of screens: NOD2-RIPK2 inh	HTR2A ag	Cardio protect	ABHD5-PLIN5 inh	MC4R antag cAMP	ABCB6 inh MLPCN	NCOA2 inhibitor	MC4R barr agon	Glyco luc inh	TLR9-MyD88 inh
- CC(C)(C)c1ccc(C(=O)c2c[nH]c(C(=O)NCc3cccnc3)c2)cc1
→ 3	-4	-14	4	-2	96	7	2.5	-5	2
- O=C1C(C=NCc2ccco2)=C(O)c2ccccc21
→ 8	-2	-3	13	-1	98	-50	-2.6	-6	13
- CCOC(=O)COc1ccc(S(=O)(=O)Nc2ccc(C)cc2)cc1
→ -3	-4	-16	-5	16	105	-9	3.2	6	-5
- COCCn1c(Cc2ccccc2)nnc1SCC(=O)N1CCOCC1
→ -5	2	2	3	7	97	14	-1.8	-3	4
- Cc1c(NS(=O)(=O)c2cccc(C(=O)OCC(=O)c3ccc(Cl)cc3)c2)c(=O)n(-c2ccccc2)n1C
→ -23	-2	-10	-7	9	96	1	-0.1	-1	1
- CCN(CC)C1CCN(Cc2cn[nH]c2-c2ccc(OC)c(F)c2)C1 (stereo not given)
→ -5	-2	-2	-3	4	100	-11	0.1	3	.
- OC(c1cccc(F)c1)c1ncc(-c2ccc(C(F)(F)F)cc2)[nH]1 (stereo not given)
→ 0	-6	-10	-12	-2	95	-12	1.3	-2	.
- CC1(C)N=C(/C=N/O)C=[N+]1[O-]
→ -9	-3	5	0	-9	95	-8	-1.1	2	6
- N#CCCn1c(=O)n(CCC#N)c2ccccc21
→ 1	2	3	-6	25	102	-47	-0.3	1	.
- CCN(c1ccccc1)c1nc(=O)c2cccnc2s1
→ -9	-1	5	-1	8	102	1	-1.9	-1	-1
- CC1Cc2ccccc2N1S(=O)(=O)c1cccs1 (stereo not given)
→ -1	-4	-18	3	9	799	-12	-1.8	-2	3
- COc1cc(NC(=O)c2ccc(N)nc2)cc(C(=O)Nc2cccc(C(F)(F)F)c2)c1
→ 2&-12	-1&-4	7&-8	-3&1	13&21	96&91	-12&-31	-0.9&-0.1	-5&-3	2&-12
- O=C(NCC1CCCO1)c1cc(-c2ccccc2)nc2ccccc12 (stereo not given)
→ 6	-6	10	3	0	101	-4	-0.9	-2	-4
- COc1ccc(C2C(Oc3ccccc3)C(=O)N2c2ccc(C)c(C)c2)cc1OC (stereo not given)
→ -2	-1	-4	-5	1	93	-9	-2.7	-3	-8
- COc1cc2c(cc1OC)CN(C(=O)c1ccc([N+](=O)[O-])o1)CC2
→ -9	-2	12	2	8	98	12	0.1	5	2
- CC(C)Cc1oc(C(=O)O)cc1CN
→ 0	-2	4	1	1	142	24	-1.0	0	6
- CC(c1ccccc1)N1C(=O)c2ccccc2C1(O)Cc1ccccc1 (stereo not given)
→ 4	-6	-1	-9	5	97	-1	-1.7	-2	-14
- CN(C)c1oc(/C=C/c2ccccc2)nc1C#N
→ 0	-6	-4	0	7	96	-72	0.2	-1	-8
- CCn1c(SCc2cccc(OC)c2)nc2ccccc2c1=O
→ 2	7	-5	-6	3	97	-1	1.1	-2	8
- CCCCCn1c(CCC(=O)Oc2ccccc2OC)nc2c1c(=O)[nH]c(=O)n2CCCC
→ -3	9	0	-1	19	107	5	3.1	1	15

(more compounds)
Structure,NOD2-RIPK2 inh,HTR2A ag,Cardio protect,ABHD5-PLIN5 inh,MC4R antag cAMP,ABCB6 inh MLPCN,NCOA2 inhibitor,MC4R barr agon,Glyco luc inh,TLR9-MyD88 inh
CC1(C(=O)NCc2ccc(F)c(F)c2)Cc2c(-c3ccc4c(c3)OCO4)ccnc2O1 (stereo not given),3,-2,-3,2,-16,100,20,-2.9,20,.
COc1ccc(C(=O)C(=O)c2ccc(OCCO)cc2)cc1,-10,3,0,14,-1,95,-11,-0.6,2,10
CCCc1ncc(CN2CCC(C(=O)Nc3cccc(-c4cscn4)c3)CC2)cn1,-6,5,2,-7,5,106,47,-2.9,-1,-1
N#Cc1ccc(C23CC4(C2)[C@H](CN(Cc2ccc(-c5ccccc5)cc2)[C@@H]4c2ccccc2)C3c2ccccc2)cc1 (stereo not given in full),-11,-3,11,1,-3,103,-19,-0.8,-3,-17
Cc1nc(-c2cccnc2)sc1C(=O)Nc1ccc(C(F)(F)F)cc1,-1,1,-1,-2,15,109,-46,4.3,-3,0
CN(C)/C=C1/C=C(C=O)OC1=O,1,4,4,6,12,96,20,-1.5,0,-11
CC1Cc2ccccc2N1C(=O)CSc1nc2cc3c(cc2cc1C#N)OCO3 (stereo not given),2,1,-10,2,3,105,-19,-2.2,0,-2
Cc1cc(C)c(C)c(N=Nc2nc3ccccc3n2C)c1C,0,4,-11,1,-5,95,34,3.1,-1,8
COc1ccc(-n2c(C)c(C(=O)O)c3cc(OC)c4ccccc4c32)cc1,5,5,-1,0,3,102,23,2.1,-1,8
Cc1csc(=O)n1CC(=O)OCc1nnc(-c2ccccc2)o1,6,21*,2,5,1,99,-35,-0.6,1,2
O=C(CSc1nc2ccccc2s1)N1c2ccccc2Sc2ccccc21,11,-5,-16,2,4,94,11,-0.1,-6,-9

Entries of single compounds from above. Screens in order: NOD2-RIPK2 inh	HTR2A ag	Cardio protect	ABHD5-PLIN5 inh	MC4R antag cAMP	ABCB6 inh MLPCN	NCOA2 inhibitor	MC4R barr agon	Glyco luc inh	TLR9-MyD88 inh
Entry for CCOc1ccc(Br)cc1S(=O)(=O)Nc1ccc(N2CCOCC2)cc1 : 7	4	-14	11	-1	93	-5	-1.3	0	5
Entry for N#CCCn1c(=O)n(CCC#N)c2ccccc21 : 1	2	3	-6	25	102	-47	-0.3	1	.
Entry for Cc1csc(=O)n1CC(=O)OCc1nnc(-c2ccccc2)o1 : 6	21*	2	5	1	99	-35	-0.6	1	2
Entry for CC(C)Cc1oc(C(=O)O)cc1CN : 0	-2	4	1	1	142	24	-1.0	0	6
Entry for COc1cc(C(=O)OCC(=O)Nc2cccc(S(=O)(=O)N3CCCC3)c2)ccc1OCC(C)C : -9	4	-1	-12	5	99	-23	1.3	-2	-1

Screening results from PubChem BioAssay.

Not all compounds are listed; the hit share may differ from the screen's.
